human PMI inhibitors: MPI inhibition at elevated mannose 6-phosphate – biochemical, fluorescence intensity, high mannose 6-phosphate, primary screen (AID 1220). recombinant PMI enzyme, coupled fluorescence intensity; higher % means a stronger effect. 0.66% of 190,000 active. one-dose inhibition, % at 20 µM; IC50 in µM for titrated hits
T cell modulator: T cell immune modulators affecting CD8 T cell-vesicle binding | 2C CD8+ T cell-vesicle binding, flow cytometry; active compounds read low | calls only at 7 µM | 0.068% of 330,000 active;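 active = response, share of CD8 T cells binding vesicles, and their 90th percentile fluorescence all below set limits, cut at about 80% in these data, passing the limit was not always enough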
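material = purified 2C TCR transgenic mouse naive CD8+ T cells | controls = Unloaded micro-vesicles (low), QL9 vesicles with 0.7% DMSO (high) | detection = cytometric PE anti-B7-1 and Alexa647 anti-CD8 signals after 1% paraformaldehyde fixation | incubation = binding step 1.5 h, 37 °C, antibody labelling 20 min, ice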
PMI inhibitors: inhibitors of human PMI, primary screen, biochemical, fluorescence intensity, coupled assay (AID 1209). inhibition, % at 20 µM, or IC50 in µM where a hit was titrated. 0.42% of 190,000 active. purified PMI enzyme, coupled fluorescence intensity; higher % means a stronger effect;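 also: plate controls were DMSO vehicle for no effect and wells lacking substrate for full effect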
Ins promoter up: MIN6 insulin promoter up-regulation. MIN6 insulin promoter-GFP reporter, high-content imaging; active compounds read high. z-score at 5 µM. 0.3% of 190,000 active. AID 1625;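 active = z-score above 3 at 5 µM with at least 500 cells counted in the well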
Hep lipid drop: modulators of hepatic lipid droplet formation. AML12 mouse hepatocytes, oleate lipid droplets, BODIPY imaging. 0.4% of 240,000 active. inhibition, % at 6.5 µM;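 active = lipid droplet intensity inhibited by at least 50%, with more than 500 cells counted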
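Technique: fluorescence imaging, 20x objective, two fields per well / Assay system: AML12 hepatocytes (mouse) / Measure: % inhibition of lipid droplet signal / Doses: 6.5 µM single-point dosing / Incubation: overnight exposure / Reagent: 100 µM oleic acid challenge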
Autophagy mod: modulators of autophagy; 0.98% of 190,000 active; MEF GFP-LC3 puncta imaging; test concentration mostly 10 µM; AID 463193; calls only at 10 µM (by protocol);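 active = percentage of spot-positive cells more than 3 SD above its plate mean, without a fluorescence outlier flag or 80% toxicity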;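 also: spot-positive cell cutoff set from DMSO-treated cells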
TNAP activation fold: human TNAP enzyme activators, primary screen, biochemical, luminescent, no phosphate acceptor, uHTS (AID 1001). activation fold at 20 µM, or EC50 in µM where a hit was titrated. 0.03% of 200,000 active. purified TNAP, luminescent activation assay, no phosphate acceptor; higher activation fold means a stronger effect; in the data active = activation fold from about 3, or a potency from the dose series; inactive = the rest, 99 in 100 with activation fold below about 1.6; also: many of its hits are not listed in these tables
MT stabilize HCS: microtubule stabilizers in HeLa cells. HeLa tubulin immunostaining HCS, 24 h; share of cells brighter than vehicle mean+2SD. % tubulin-high responders, % at 10 µM. 0.83% of 200,000 active;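 active = plate Z-score above 3 for both tubulin-high and condensed-nucleus cell shares, with cell loss under 80%, at 10 µM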;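 also: anti alpha tubulin signal scored within the nucleus-defined area of each cell; some results filed as inactive read as strong as hits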
bCat nuc transl: alters nuclear translocation of beta-catenin in HeLa cells | immunofluorescence imaging | nuclear translocation activity, % at 5 µM | 0.3% of 190,000 active | AID 1665;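 active = nuclear translocation activity above 50% at 5 µM, with a well cell count of 50 or more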;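 also: per-cell ratio of nuclear to cytoplasmic median beta-catenin stain intensity; plate controls were DMSO negative control for no effect and GSK-3 inhibitor IX positive control for full effect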
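Signal – beta-catenin immunofluorescence imaging with DAPI · Test system – human HeLa cell line · Dosing – 5 µM primary single dose, 0.1% DMSO, 0.02–20 µM confirmation series · Measure – % activation, nuclear-to-cytoplasmic median beta-catenin signal ratio per cell · Incubation – 24 h compound exposure at 37°C, 5% CO2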
Ins promoter up cell count: second read-out of Ins promoter up, no call of its own (marks repeat the call); cell count; measured here: cytotoxicity, nuclei count;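 total cells summed across four imaged fields per well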
Hep lipid drop cells 6.5 µM: further read-out of Hep lipid drop, marked with its call; cell count; measured here: cell count, cytotoxicity flag;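 cells counted across two imaged fields per well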
bCat nuc transl cell count 5 µM: recorded beside bCat nuc transl, whose call it bears; cell count; measured here: cell count, cytotoxicity flag
T cell modulator vesicle-bound %: recorded beside T cell modulator, whose call it bears; double positive events, %; measured here: CD8+ vesicle-bound cell fraction;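 binding gate set so that unloaded-vesicle control wells show 10% double positive cells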
MT stabilize HCS Hoechst-high %: second read-out of MT stabilize HCS, no call of its own (marks repeat the call); % Hoechst-high responders; measured here: nuclear condensation Hoechst responders;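 share of cells brighter than vehicle mean plus two SD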
MT stabilize HCS cytotoxicity %: recorded beside MT stabilize HCS, whose call it bears; toxicity, %; measured here: cytotoxicity by cell density;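 0% = mean cell density of plate MIN control wells and 100% = no cells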
Autophagy mod cell loss 18 h: further read-out of Autophagy mod, marked with its call; toxicity, %; measured here: cell loss, nuclei count;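 cell loss after 18 h compound exposure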
* = called active by the depositor; i = inactive; . = not tested or not shown; + = active, no number. Rule as the data show it, unless noted: active = inhibition above about 50%; inactive = the rest. This is a random part of the collection; 2.9% or so of the library scored in one or more.

SMILES	human PMI inhibitors	T cell modulator	T cell modulator vesicle-bound %	PMI inhibitors	Ins promoter up	Ins promoter up cell count	Hep lipid drop	Hep lipid drop cells 6.5 µM	Autophagy mod	Autophagy mod cell loss 18 h	TNAP activation fold	MT stabilize HCS	MT stabilize HCS Hoechst-high %	MT stabilize HCS cytotoxicity %	bCat nuc transl	bCat nuc transl cell count 5 µM
CCOC(=O)c1c(NC(=O)c2cc3n(n2)C(C(F)(F)F)CC(c2ccccc2)N3)sc(C)c1C (stereo not given)	6%	i	1	17%	-0.13	1508	8	683	i	-13	1.1	3.8	3.5	4.8	0.4	1070
C/C(=N\Nc1nc2ccccc2[nH]1)c1ccc(N2CCOCC2)cc1	19%	i	27	12%	0.38	1192	8	616	i	4	1.3	4.3	2.6	1.9	-2.0	1109
CCOc1cc(/C=N/NC(=O)C(=O)NCCCOC(C)C)cc(Br)c1O	6%	i	72	1%	-0.43	1219	-21	592	i	-1	1	3.3	3.3	2.9	.	.
Cc1ccc(C(=O)N(C)c2ccc(OCC(=O)N3c4ccc(C)cc4C4CN(C)CCC43)cc2)cc1 (stereo not given)	10%	i	57	2%	0.89	963	28	664	i	15	1.2	3.8	2.5	1.6	0.2	1075
Cc1cc(C)nc(NC(=O)c2c(Cl)cccc2Cl)n1	-3%	i	28	-10%	-0.57	1386	-24	597	i	20	1	3.9	2.0	14	-0.7	1006
Clc1ccccc1Oc1cnc2ccccc2n1	6%	i	30	14%	0.56	1419	.	.	i	21	1	3.3	1.7	4.3	-2.0	880
C#CCn1c(=NC(=O)c2ccc(S(=O)(=O)N3CCc4ccccc4C3)cc2)sc2cc(S(N)(=O)=O)ccc21	-54%	i	51	-29%	-0.17	1202	-12	596	+	9.0*	1	5.2	7.3	18	-1.5	954
CC(C)CCN(C(=S)NC(=O)C1CCCCC1)c1c(N)n(Cc2ccccc2)c(=O)[nH]c1=O	22%	i	16	20%	1	1014	-16	633	i	23	1.1	2.5	2.5	7.3	-3.2	1106
Cc1cc(C)c(S(=O)(=O)c2ccccc2)c(OC(=O)c2ccc(Cl)cc2Cl)n1	-14%	i	40	-9%	.	.	0	734	i	0	1.2	1.8	1.4	11	.	.
COc1ccc(NC(=O)C(=O)N/N=C(\C)CC(=O)Nc2cc(C)ccn2)c(OC)c1	.	i	35	.	-0.07	1093	-8	723	.	.	.	.	.	.	0.7	1265
COc1ccc(C(=O)NCC(=O)N/N=C/C(C)=C/c2ccccc2)cc1OC	10%	i	28	-6%	0.14	1278	-10	680	i	-19	1.1	2.5	4.4	12	.	.
Cc1cc(N2CCCCC2)nc(N2CCOCC2)n1	5%	i	53	1%	-0.48	942	-1	787	i	8	1	1.2	1.0	11	-3.0	1146
CC(C)C(=O)Nc1cc2c(cc1C(=O)c1ccccc1)OCCO2	2%	i	56	6%	.	.	.	.	i	-5	1.1	1.7	1.3	7.8	.	.
Cc1cc(C)n(CC(=O)O)n1	-22%	i	53	-22%	.	.	-22	750	i	-1	1.1	1.6	1.4	6.7	2.5	550
Cc1sc(/C=C2\C(=O)ON=C2c2ccccc2)cc1Br	-3%	i	52	-1%	0.38	1513	1	658	i	-7	1	2.7	2.5	7.6	-3.9	1132
CCCNS(=O)(=O)c1ccc(CCC(=O)NCc2ccco2)cc1	-5%	i	25	3%	0.24	1266	1	762	i	10	1.1	1.7	1.4	5.1	.	.
O=C(CN1CCN(c2ccccn2)CC1)Nc1ccc(OCc2ccccc2)cc1	3%	i	22	4%	-1.3	1574	.	.	i	-1	1.1	1.1	1.7	8.7	0.1	1326
CC(=O)c1c(N2CCN(C(=O)C3CCCO3)CC2)nc(=S)n(-c2ccccc2)c1C (stereo not given)	-2%	i	33	0%	0.04	1258	8	806	i	-1	1	2.7	1.8	7.5	-4.4	1254
COCCn1c(C)cc(C(=O)CSc2nc(C)c(C)c(C)n2)c1C	2%	i	26	-8%	0	1233	3	650	i	2	1	2.6	1.8	2.2	.	.
COc1ccc(NCC(=O)N/N=C2\CCc3ccccc32)cc1	46%	i	55	19%	-0.01	1488	23	719	i	-9	1.2	4.5	3.3	4.7	0.5	1059
Cc1c(Cl)c([N+](=O)[O-])nn1CC(=O)NCc1ccco1	4%	i	56	4%	0.98	1415	.	.	i	9	1	3.4	2.6	9.1	0.1	1403
c1ccc(C(c2ccccn2)c2ccccn2)cc1	1%	i	2	2%	0.14	1324	0	713	i	2	1.1	2.8	3.5	9.8	-3.8	586
Cn1c(-c2sc3ccccc3c2Cl)n[nH]c1=S	1%	i	13	17%	.	.	11	768	i	-2	0.8	3.4	2.6	10	-12	1104
CC1(c2ccccc2)NC(=O)N(N)C1=O (stereo not given)	3%	i	58	4%	-0.07	1188	-28	685	i	0	1.1	2.7	3.1	9.9	1.3	1043
O=C(CSc1nnc(-c2cccs2)o1)Nc1cccc(S(=O)(=O)N2CCCCC2)c1	-5%	i	9	12%	1.7	1479	-3	626	i	-6	1.3	2.2	1.8	6.9	-0.3	1109
COc1ccc(NC(=O)c2ccc(-c3nn(C)c(=O)c4ccccc34)cc2)cc1C(N)=O	.	i	39	.	-1.2	1133	30	614	.	.	.	.	.	.	-0.2	1321
Cc1ccc(S(=O)(=O)N2CCCC2)cc1C(=O)O	-23%	i	47	-13%	0.8	793	3	766	i	27	1.1	1.6	1.1	6.2	-0.6	1115
COc1cc(CNCCNC(=O)c2nonc2N)ccc1OCc1ccc(Cl)nc1	-11%	i	55	-4%	0.12	1462	-1	690	i	-4	1.1	4.6	4.1	12	0.8	1459
O=C(NCCc1c[nH]c2ccc(Cl)cc12)c1ccc([N+](=O)[O-])cc1	.	i	26	.	0.11	970	21	708	.	.	.	.	.	.	1.3	1383
COC(=O)c1sccc1NC(=O)c1ccc(Br)o1	4%	i	28	-4%	0.59	1072	.	.	i	-4	1.1	2.0	2.1	8.6	0.6	613

Copied from the list:
O=C(CN1CCN(c2ccccn2)CC1)Nc1ccc(OCc2ccccc2)cc1 in Ins promoter up cell count: 1574
Cc1cc(C)c(S(=O)(=O)c2ccccc2)c(OC(=O)c2ccc(Cl)cc2Cl)n1 in T cell modulator vesicle-bound %: 40

(next part)
SMILES	human PMI inhibitors	T cell modulator	T cell modulator vesicle-bound %	PMI inhibitors	Ins promoter up	Ins promoter up cell count	Hep lipid drop	Hep lipid drop cells 6.5 µM	Autophagy mod	Autophagy mod cell loss 18 h	TNAP activation fold	MT stabilize HCS	MT stabilize HCS Hoechst-high %	MT stabilize HCS cytotoxicity %	bCat nuc transl	bCat nuc transl cell count 5 µM
COc1ccc(-c2noc(Cc3cccs3)n2)cc1	9%	i	27	-1%	0.21	1012	.	.	i	5	0.9	2.2	1.4	5.4	-2.6	987
O=c1[nH]c(Cc2ccccc2Cl)nc2ccccc12	4%	i	51	-10%	-0.05	1235	6	674	i	-4	1.1	2.6	3.6	4.5	-1.1	1062
COC(=O)C1=C(N)Oc2cc(C)n(CCCn3ccnc3)c(=O)c2C1c1ccc(Cl)cc1 (stereo not given)	-1%	i	34	-1%	-0.35	1202	.	.	i	4	0.8	4.5	2.1	1.8	-5.4	1037
N#CC1=C(N)SC(N)=C(C#N)C1c1cccc(Oc2ccccc2)c1	14%	i	36	24%	0.18	1960	-7	594	i	5	0.9	3.0	2.2	11	1.2	1110
Cc1c(C(=O)Oc2ccc(-c3cnc4ccccc4n3)cc2)cccc1[N+](=O)[O-]	-12%	i	27	-5%	-0.62	1348	.	.	i	15	1.1	2.9	1.2	8.0	1.5	798
CC(=O)c1c(C)nc(-c2ccc(Cl)cc2)nc1NC(=O)C(C)C	6%	i	30	10%	-1.1	1341	1	640	i	-1	1.2	3.1	0.4	49	-1.4	1069
O=C(Nc1nccs1)c1ccc(Cl)c(S(=O)(=O)N2CCCCC2)c1	6%	i	56	5%	0.63	1121	-6	736	i	-8	1	1.5	1.9	9.3	3.5	1134
O=C(NC1CCCCC1)C(c1ccccc1)N1CCC2(CC1)OCCO2 (stereo not given)	16%	i	44	14%	-0.14	1321	-2	772	i	-6	1.1	5.3	1.2	5.4	.	.
CCCCNC(=O)c1cc(-c2ccc(OC)c(OC)c2)on1	6%	i	12	6%	-0.02	782	.	.	.	.	1.1	2.3	2.3	7.6	-2.7	1182
CCOC(=O)c1ccc(CNC(=O)CSc2nc(NC(=O)c3ccccc3)c3c(C)c(C)oc3n2)cc1	-2%	i	55	7%	0.23	997	4	788	i	-7	1.2	1.4	1.6	5.8	.	.
COc1ccc(-n2c(Cc3cccs3)nnc2SCC(=O)Nc2ccc3c(c2)OCCO3)cc1	4%	i	38	6%	0.5	1125	.	.	i	-1	1.2	1.7	1.2	4.3	-8.9	1023
C#CCOCCOCCOCCNc1nc(N2CCN(C(=O)[C@H](CCCCN)n3cc(C(N)CO)nn3)CC2)nc(N2CCN(C(=O)[C@H](CCC(=O)O)n3cc(C(N)[C@H](C)CC)nn3)CC2)n1 (stereo not given in full)	-18%	i	37	9%	0.94	1455	4	695	i	-4	1	1.9	1.6	5.6	-1.3	1049

Limited to bCat nuc transl cell count 5 µM and PMI inhibitors, for two of the compounds above:
| compound | bCat nuc transl cell count 5 µM | PMI inhibitors |
| --- | --- | --- |
| COc1ccc(-c2noc(Cc3cccs3)n2)cc1 | 987 | -1% |
| O=c1[nH]c(Cc2ccccc2Cl)nc2ccccc12 | 1062 | -10% |

Source: PubChem (several laboratories)
